Screening results: PubChem, several laboratories
MMP13 inh: human MMP13 inhibitors, primary screen, biochemical, FRET peptide cleavage. hit rate 0.07% among 65,000. Collagenase 3 (Homo sapiens), P45452. MMP-13 fTHP FRET cleavage, Mca fluorescence. inhibition, % at 4 µM;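 active = inhibition above the mean of compound-free control plate wells plus 3 SD, cut at about 14% in these data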;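 also: 0% = DMSO wells and 100% = wells with reference MMP-13 inhibitor after basal subtraction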
HTR1A agonist: human 5-HT1a receptor agonists, primary screen, cell-based, CHO, Ga15 NFAT-bla reporter; hit rate 0.56% among 65,000; activation, % at 10 µM; CHO 5-HT1a Ga15 NFAT-bla reporter, FRET ratio; 0% basal, 100% maximal reference agonist; 5-hydroxytryptamine receptor 1A (Homo sapiens), P08908;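 active = activation above the screen-wide mean activation plus 3 SD, cut at about 19% in these data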;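 also: 0% = DMSO wells and 100% = 5-CT at EC100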
5-HT1A blocker: human 5-HT1a receptor antagonists, primary screen, cell-based, CHO, Ga15 NFAT-bla reporter. 5-hydroxytryptamine receptor 1A (Homo sapiens), P08908. CHO 5-HT1a Ga15 NFAT-bla reporter, antagonist mode. inhibition, % at 10 µM. hit rate 0.68% among 62,000;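 active = inhibition above the mean of all tested compounds plus 3 SD, cut at about 43% in these data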;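 also: receptor stimulated by 5-CT agonist at 100 nM near EC80; beta-lactamase reporter measured by ratiometric fluorescence of a cleavable substrate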
NADH enzymes: inhibitors of PK/LDH coupling enzymes, profiling panel, artefact control, biochemical, MLSMR library | coupled PK/LDH NADH assays, four targets | IC50, µM (top dose mostly 10 µM), for inactives: at the top dose inhibition | hit rate 0.02% among 65,000 | AID 774, 2007;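 active = single-dose screening hits from any of four coupled enzyme assays that gave an IC50 when retested across doses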;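 also: the DPM-DC format reads NADH fluorescence rather than 340 nm absorbance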
RORa activator: activators of orphan receptor RORA, primary screen, cell-based, luminescence | Nuclear receptor ROR-alpha (Homo sapiens), P35398 | CHO-K1 Gal4-RORA LBD luciferase reporter; percent increase over mock-subtracted basal signal | activation, % at 10 µM | hit rate 1.5% among 65,000 | AID 560, 2006;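 active = activation above the mean of all tested compounds plus 3 SD, cut at about 49% in these data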;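 also: 0% = DMSO-treated RORA cells and 100% = added signal equal to DMSO minus mock-transfected cells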
Target sequence (P35398 whole entry, looked up, the tested form may be a part): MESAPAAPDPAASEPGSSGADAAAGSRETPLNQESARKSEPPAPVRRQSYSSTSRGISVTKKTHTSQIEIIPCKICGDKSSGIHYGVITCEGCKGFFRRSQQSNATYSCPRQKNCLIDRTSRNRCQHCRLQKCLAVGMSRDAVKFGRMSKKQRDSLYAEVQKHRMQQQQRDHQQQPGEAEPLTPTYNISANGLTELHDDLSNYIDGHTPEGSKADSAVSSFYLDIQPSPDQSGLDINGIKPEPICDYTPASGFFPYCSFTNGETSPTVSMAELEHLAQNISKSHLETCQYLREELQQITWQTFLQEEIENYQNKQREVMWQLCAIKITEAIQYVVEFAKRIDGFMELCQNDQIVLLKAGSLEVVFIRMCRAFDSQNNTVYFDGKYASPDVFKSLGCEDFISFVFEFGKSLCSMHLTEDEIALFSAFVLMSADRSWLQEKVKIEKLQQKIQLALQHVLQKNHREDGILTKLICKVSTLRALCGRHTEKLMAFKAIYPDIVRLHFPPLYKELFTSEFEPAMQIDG
SF-1 act: activators of human SF-1, primary screen, cell-based, CHO-K1, Gal4-SF-1 LBD, luciferase luminescence. CHO-K1 Gal4-SF-1 LBD luciferase reporter; % increase over DMSO SF-1-specific signal. activation, % at 10 µM. hit rate 1.9% among 65,000. AID 522, 2006;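 active = activation above the mean activation of all tested compounds plus 3 SD, cut at about 50% in these data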
Target sequence (Q13285 whole entry, looked up, the tested form may be a part): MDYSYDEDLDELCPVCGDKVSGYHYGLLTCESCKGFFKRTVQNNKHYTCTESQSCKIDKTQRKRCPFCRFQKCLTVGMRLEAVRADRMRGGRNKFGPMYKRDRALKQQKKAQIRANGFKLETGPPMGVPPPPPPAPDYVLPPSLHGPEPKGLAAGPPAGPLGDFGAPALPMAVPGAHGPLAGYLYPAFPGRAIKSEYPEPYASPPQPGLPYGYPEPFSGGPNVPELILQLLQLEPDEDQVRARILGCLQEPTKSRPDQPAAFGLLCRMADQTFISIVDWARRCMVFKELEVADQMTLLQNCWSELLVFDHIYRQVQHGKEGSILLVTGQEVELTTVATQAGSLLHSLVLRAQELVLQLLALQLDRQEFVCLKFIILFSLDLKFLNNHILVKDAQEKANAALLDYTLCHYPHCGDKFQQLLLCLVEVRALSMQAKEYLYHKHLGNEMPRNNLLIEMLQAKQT
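Compound – one dose, 10 µM compound, 1% DMSO · Test system – transient Gal4-SF-1 LBD reporter, CHO-K1 · Input – 4,000 cells in each well · Read-out basis – percent activation relative to DMSO median and mock-transfected background · Replicates – single measurement per compound · Technique – steady-glow luciferase luminescence, read after 15 min reagent incubation · Timing – 20 h compound treatment, 37 °C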
HTR1E antagonist: 5-HT1E receptor antagonists, primary screen, cell-based, HTS | 5-hydroxytryptamine receptor 1E (Homo sapiens), P28566 | CHO 5-HT1E Ga15 NFAT-bla reporter, FRET, antagonist | inhibition, % at 6 µM | hit rate 0.99% among 65,000;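 active = inhibition above a set limit, the mean inhibition across every tested compound plus 3 SD, cut at about 29% in these data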;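 also: signal is the 460 over 535 nm emission ratio of beta-lactamase substrate; 0% = agonist plus DMSO wells and 100% = wells without agonist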
Ecoli tolC: growth inhibitors of E. coli tolC mutant, primary screen, strain BW25113 ΔtolC::kan, 384-well; OD615; AID 573, 2007; growth inhibition, % at 10 µM (by protocol); hit rate 2.2% among 65,000;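 active = growth inhibition at or above a cutoff equal to the mean over every tested compound plus 3 SD, cut at about 60% in these data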;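 also: growth measured after 20 h incubation at 37 °C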
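Assay system: tolC-deleted E. coli BW25113. Medium: kanamycin-containing LB broth (50 µg/mL). Dosing: 10 µM final, single dose. Timing: bacterial growth with compound for 20 h at 37 °C. Detection: A615 absorbance measurement. Read-out basis: growth inhibition in percent.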
5HT1E ag: 5-HT1E receptor agonists, primary screen, cell-based, HTS; activation, % at 6 µM; CHO 5-HT1E Ga15 NFAT-bla reporter, FRET; 0% DMSO wells, 100% control agonist wells; 5-hydroxytryptamine receptor 1E (Homo sapiens), P28566; hit rate 0.69% among 65,000;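 active = activation above a set limit, the screen-wide mean activation plus 3 SD, cut at about 8.5% in these data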;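 also: 100% = positive control agonist at 1 µM giving full maximal response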
Numbers without * were called inactive; nt = no result given; [ ] = dose if it differs, or a comment.

Below each SMILES – MMP13 inh | HTR1A agonist | 5-HT1A blocker | NADH enzymes | RORa activator | SF-1 act | HTR1E antagonist | Ecoli tolC | 5HT1E ag
1. c1ccc2c(-c3nc(C4CCCCC4)no3)cc(-c3ccncc3)nc2c1
  0 | 6.7 | 0 | 3% | -13 | -15 | -11 | 20 | 1.8
2. CCn1c(Sc2nc(C)nc3scc(-c4cccs4)c23)n[nH]c1=O
  8 | 2.7 | 17 | 5% | -10 | 5 | 9 | 30 | 0.8
3. CCc1cc(=O)oc2cc(C)c3c(C)coc3c12
  -12 | -3.5 | -18 | 14% | -4 | -3 | 1 | 25 | 0.4
4. Cc1ccc2[nH]c(=O)c(CN(Cc3ccc4c(c3)OCO4)Cc3nnnn3Cc3ccco3)cc2c1
  -1 | 0.2 | 14 | 4% | 14 | 1 | 8 | 44 | -0.5
5. O=C1CC(CCC(=O)NC2CC2)c2ccccc2N1 (centres undefined)
  -5 | -5.4 | -2 | 2% | -9 | -2 | -9 | -6 | -1.0
6. CCOC(=O)CSc1ncnc2c1cnn2-c1ccc(Cl)cc1
  1 | -4.2 | -7 | 9% | 6 | 12 | 0 | -4 | 0.3
7. CCn1cnc2cc(NCc3cccc(OC)c3O)ccc21
  -17 | 2.0 | -6 | 5% | -4 | 0 | -4 | 7 | 0.9
8. CC(C)OCCCN1C(=O)c2[nH]nc(-c3ccccc3O)c2C1c1cccc(Cl)c1 (centres undefined)
  0 | 0.3 | 18 | 5% | 5 | 7 | -1 | 52 | 0.9
9. O=C(O)c1ccc(NS(=O)(=O)c2cccc3nsnc23)cc1
  1 | 0.5 | -6 | 3% | 3 | 4 | -1 | -25 | -1.3
10. O=C(c1ccco1)N(CCCN1CCOCC1)c1nc(-c2ccc(F)cc2)cs1
  -5 | -0.2 | 14 | 6% | -6 | -13 | 8 | 31 | 0.8
11. COc1ccc(NC(=O)c2cc(S(=O)(=O)N3CCCCC3)ccc2N2CCCCC2)cn1
  4 | -2.2 | 17 | 6% | -9 | 4 | 9 | 16 | -0.5
12. CC(C)(C)c1ccc(C(=O)NCCC(=O)NCc2ccco2)cc1
  3 | -1.4 | -1 | 6% | -17 | 2 | 3 | -1 | -0.1
13. CN1CCN(c2nc3nonc3nc2N2CCN(C)CC2)CC1
  5 | -0.6 | -4 | 13% | -8 | 1 | -5 | -7 | 2.1
14. C/C=C/c1ccc(OCCCn2cncn2)c(OC)c1
  2 | -2.2 | -19 | 3% | 8 | 2 | -5 | 1 | -0.8
15. c1coc(CNc2ncnc3ccccc23)c1
  1 | 0.4 | nt | 2% | -66 | -38 | -3 | 16 | -0.4
16. O=C1CN(c2ccc(Br)cc2)C(=O)N1CC(=O)N1CCCc2ccccc21
  1 | -3.4 | 11 | 12% | -18 | -4 | -6 | 12 | -0.1
17. CC(C)CN(C(=O)COC(=O)CCN1C(=O)c2ccccc2C1=O)C1CCS(=O)(=O)C1 (centres undefined)
  3 | -2.1 | 3 | 4% | -1 | -6 | -4 | -17 | -0.4
18. CC1CCC(C(=O)NC(C(=O)N2CCN(c3ccccn3)CC2)C(C)C)CC1 (centres undefined)
  -4 | 1.1 | -9 | 1% | 14 | 4 | -2 | -6 | 0.1
19. CC(C)[C@H](NC(=O)NC1CCCc2ccccc21)C(=O)O (some centres undefined)
  -3 | 0.1 | -11 | 1% | 12 | -1 | -6 | -23 | 1.1
20. Cc1ccc(C(O)c2nc3ccccc3n2C(C)C)cc1 (centres undefined)
  4 | -2.1 | 21 | 3% | 7 | -2 | 2 | 38 | -2.1
21. Nc1nnnn1/N=C/C=C/c1ccccc1
  0 | 6.9 | 2 | 8% | 18 | -13 | 7 | -14 | -1.4
22. CCCCN(C)Cc1c(C)[nH]c2ccc(Cl)cc2c1=O
  3 | -2.2 | 4 | 5% | -22 | -2 | 2 | -22 | 1.5
23. COc1cccc(-n2c(=O)[nH]cc(C(=O)Nc3ccc4c(c3)OCCO4)c2=O)c1
  4 | -0.8 | -1 | 4% | -9 | -8 | -2 | 28 | 1.4
24. Cc1nc2ncnn2c(C)c1CCC(=O)Nc1ccc(S(=O)(=O)N2CCCCCC2)cc1
  0 | -3.7 | -16 | 3% | 11 | -14 | -1 | 11 | -0.4
25. Nc1cc(N)nc(SCC(=O)Nc2ccc(Br)cc2Cl)n1
  -1 | -2.7 | 23 | 3% | 22 | 3 | 4 | 19 | -1.3
26. O=C(NCc1ccco1)c1cnc2n(c1=O)CCS2
  10 | 0.2 | -11 | 3% | -3 | -3 | -1 | 1 | 0.0
27. Cc1ccc(N2C(=O)c3ccc(C(=O)N4CCN(c5ccccc5F)CC4)cc3C2=O)cc1
  0 | -1.5 | 4 | 2% | 7 | -7 | -2 | 8 | -0.1
28. c1csc(-c2nnc(-c3ccc(N4CCOCC4)cc3)o2)c1
  -78[fluorescence artefact?] | 0.2 | -13 | 14%[fluoresces] | -27 | -5 | 0 | -15 | -0.2
29. COc1c(S(=O)(=O)N2CCCCC2)ccc2c(S(=O)(=O)N3CCCCC3)cccc12
  0 | 7.2 | 4 | 5% | -8 | 1 | -2 | -13 | -0.3
30. COc1ccccc1N1C(N)=NC(N)=NC1(C)C
  4 | -2.0 | -1 | 4% | -12 | -9 | 11 | -7 | -0.1
31. COC(=O)c1ccc(NC(=O)Nc2ccc(F)cc2)cc1
  -10 | -1.1 | 21 | 5% | 34 | 34 | 10 | 44 | -0.1
32. CCN(CC)CCNC(=O)c1ccc2c(c1)ncn2C1CCCCC1
  1 | -1.1 | -5 | 5% | 3 | -2 | -5 | -7 | -0.8
33. CN(C)c1ccc(NC(=O)Cn2cc3c(n2)CCCC3)cc1
  4 | -0.6 | 13 | 1% | 45 | 16 | 10 | 0 | 0.2
34. CCS(=O)(=O)Nc1ccc(-c2nnc(SCC(=O)OC)o2)cc1
  -1 | 1.1 | -10 | 2% | -23 | -10 | -7 | -15 | 1.0
35. CCc1nnc(NC(=O)c2ccc(COc3ccccc3)o2)s1
  -3 | -1.2 | -10 | 5% | 12 | 0 | 14 | -2 | -0.4
36. CCc1ccc2[nH]c(=O)c(CN(CCN(C)C)C(=O)Nc3ccccc3)cc2c1
  0 | 0.7 | -1 | 5% | 4 | 15 | 4 | 3 | -0.3
37. Cc1nn(Cc2ccccc2)c2c1C(c1ccncc1)C(C#N)=C(N)O2 (centres undefined)
  5 | -4.3 | -6 | 4% | 21 | 1 | -13 | -9 | -0.6
38. O=C(NCC1COc2ccccc2O1)c1ccc(NC(=O)C2CCCO2)cc1 (centres undefined)
  -7 | -2.6 | -7 | 2% | 10 | 17 | -6 | 3 | -0.6
39. COc1ccc(OC)c(S(=O)(=O)NCc2ccccc2)c1
  1 | 1.7 | -4 | 4% | -5 | -9 | -4 | -1 | 0.3
40. CCN(CC)C(=O)c1cc(-c2ccccc2OC)on1
  -1 | -1.8 | -5 | 6% | 14 | 49 | -1 | -2 | -0.4
41. COc1cc(NC(=O)CN(C)S(=O)(=O)c2ccc(C)cc2)cc(OC)c1
  6 | -2.2 | 6 | 5% | -4 | -11 | 1 | 20 | -0.8
42. COc1cccc(C(=O)CSc2nnc(COc3cccc4cccnc34)o2)c1
  1 | 46* | 6 | 2% | -33 | -42 | 12 | 28 | -1.7
43. O=c1c2ccccc2cnn1-c1nc2ccccc2s1
  -5 | -2.8 | -3 | 3%[fluoresces] | -90 | -90 | 3 | -15 | 0.3
44. COc1ccc(CN(C(=O)c2oc3ccccc3c2C)C2CCS(=O)(=O)C2)cc1OC (centres undefined)
  0 | 1.2 | -12 | 3% | 1 | -23 | 3 | 8 | 0.3
45. CSCCC1NC2(C(=O)Nc3ccc(Cl)cc32)[C@@H]2C(=O)N(C3CCCC3)C(=O)[C@H]12 (some centres undefined)
  2 | -1.5 | 4 | 5% | 10 | 2 | -6 | 31 | 0.2
46. CC1(C(=O)NCc2cccnc2)CCC(=O)N1Cc1cccs1 (centres undefined)
  -1 | -1.8 | -9 | 6% | 7 | 2 | -7 | -12 | 0.3
47. CC(=O)c1c(C(C)=O)c(C)n(Cc2ccc3c(c2)OCO3)c1C
  3 | 0.0 | -6 | 7% | -10 | 8 | 5 | -8 | -0.1
48. CC1(C)CC(=O)C=C(Nc2cc(-c3ccccc3)[nH]n2)C1
  2 | 0.5 | 9 | 3% | -8 | 13 | 4 | 1 | 0.4
49. COc1ccc(-c2coc3cc(O)ccc3c2=O)cc1OC
  -19 | 0.9 | 10 | 16% | 78* | 37 | 16 | -22 | -0.5
50. COc1cc2c(cc1OC)-c1cc(NC3CCCCC3)nc(=O)n1CC2
  -8 | 1.6 | 9 | 7% | 9 | 15 | 36* | 12 | 2.0
51. COc1ccc(CNC(=O)c2c(O)c3ccccc3n(C)c2=O)cc1OC
  -4 | -1.4 | -16 | 9% | -16 | -2 | -1 | -13 | -0.5
52. COc1ccc(OC)c2[nH]c(=O)c(CCNC(=O)CC(C)C)cc12
  -8 | -3.5 | -6 | 3% | 5 | 2 | -1 | -1 | -0.6
53. c1csc(C2C3=C(Nc4ncnn42)c2ccccc2OC3)c1 (centres undefined)
  -22 | -2.2 | 6 | 6% | -25 | 19 | 10 | 19 | 0.8
54. COc1ccc(N2C(=O)CSC23C(=O)N2CCCc4cccc3c42)cc1 (centres undefined)
  3 | -1.1 | -5 | 4% | 13 | -2 | 0 | -7 | 0.4
55. CC1=C(C)CC(C(=O)N2CCN(Cc3ccccc3)CC2)C(C(=O)O)C1 (centres undefined)
  -1 | -0.6 | -4 | 2% | -8 | 0 | -7 | -10 | 4.8
56. O=C(CCN1C(=O)C2CC=C(Cl)CC2C1=O)NCc1ccco1 (centres undefined)
  2 | -1.3 | 9 | 5% | -21 | 4 | 4 | -18 | -2.3
57. CSc1nc2ccc(NS(=O)(=O)c3ccc(Cl)s3)cc2s1
  10 | -2.4 | 3 | 4% | -4 | -10 | 1 | 99* | -0.2
58. CCCCc1nc2ccccc2c(=O)n1NC(=O)c1c(O)c2cccc3c2n(c1=O)CC3
  1 | 0.0 | 5 | 1% | 15 | 8 | -5 | 34 | -0.7

A different layout for some results above.
| entry | compound | MMP13 inh | HTR1A agonist | 5-HT1A blocker | NADH enzymes | RORa activator | SF-1 act | HTR1E antagonist | Ecoli tolC | 5HT1E ag |
| --- | --- | --- | --- | --- | --- | --- | --- | --- | --- | --- |
| 49 | COc1ccc(-c2coc3cc(O)ccc3c2=O)cc1OC | -19 | 0.9 | 10 | 16% | 78* | 37 | 16 | -22 | -0.5 |
| 50 | COc1cc2c(cc1OC)-c1cc(NC3CCCCC3)nc(=O)n1CC2 | -8 | 1.6 | 9 | 7% | 9 | 15 | 36* | 12 | 2.0 |
